Menin-MLL TR inh: menin-MLL binding inhibition, Texas Red mutant peptide. Menin + Texas Red MLL mutant peptide, fluorescence polarization. O00255. 270,000 tested, 0.23% active. Potency, µM (doses to about 61.6 µM), inactives show top-dose FP activity change, negative = inhibition, usual class: inhibitors; active = well fitted inhibition curve with a large enough effect in the polarisation, with a control signal flat, not every such curve was filed as active; inconclusive = small, poorly fitted or top-dose-only effect, or effect the other way, or a change in a side signal; inactive = no such curve, though single readings can be large or run the other way; the % refers to the polarisation; note: potency is the fitted concentration of half-maximal effect; % of control where 0% means no effect; many of its hits are not listed in these tables
Target sequence (O00255 whole entry, looked up): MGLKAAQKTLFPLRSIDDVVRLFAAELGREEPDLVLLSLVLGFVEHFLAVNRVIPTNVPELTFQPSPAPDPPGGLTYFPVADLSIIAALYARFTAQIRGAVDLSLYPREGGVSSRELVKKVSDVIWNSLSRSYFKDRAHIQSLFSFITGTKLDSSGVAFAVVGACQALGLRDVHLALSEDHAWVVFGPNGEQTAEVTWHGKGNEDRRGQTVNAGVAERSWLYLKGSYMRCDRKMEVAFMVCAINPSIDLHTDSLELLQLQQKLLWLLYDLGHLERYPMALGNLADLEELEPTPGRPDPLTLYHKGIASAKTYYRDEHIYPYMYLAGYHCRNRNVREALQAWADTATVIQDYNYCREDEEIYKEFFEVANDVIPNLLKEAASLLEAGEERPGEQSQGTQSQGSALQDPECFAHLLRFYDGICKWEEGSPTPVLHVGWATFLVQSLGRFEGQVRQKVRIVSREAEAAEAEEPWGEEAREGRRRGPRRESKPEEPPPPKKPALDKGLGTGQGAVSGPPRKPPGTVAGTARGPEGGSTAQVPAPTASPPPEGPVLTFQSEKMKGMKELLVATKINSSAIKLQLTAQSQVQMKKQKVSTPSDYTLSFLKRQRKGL
USP2a inh: inhibitors of human ubiquitin-specific protease USP2a; O75604; USP2 core, Ub-CHOP2 coupled fluorogenic reporter, 485/531; Potency, µM (highest dose often 38.3 µM), inactives show top-dose activity change, negative = inhibition, hits mostly inhibitors; 330,000 tested, 0.01% active; AID 463254;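 note: potency is the fitted concentration of half-maximal effect; plate controls were DMSO wells for no effect and full inhibition by NEM control for full effect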
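Cell-free coupled assay: 10nM USP2 core preincubated 30min RT with compound in Tris-HCl pH 8.0/CaCl2/CHAPS buffer, then 25nM Ub-CHOP2 and 25nM reporter substrate; fluorescence (Ex 485/Em 531) read after 60min RT, normalized to NEM inhibition, concentration-response curves fitted.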
S-ASM inh: inhibitors of human secretory acid sphingomyelinase. P17405. placental ASM, HMU-PC fluorogenic substrate, 60 min. Potency, µM (doses to about 57.5 µM), for inactives: at the top dose activity change, negative = inhibition, hits mostly inhibitors. 340,000 tested, 0.006% active. AID 504937; note: potency is the fitted concentration of half-maximal effect
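Fluorescence read-out (Ex 386 nm, Em 447 nm) after stopping the reaction at pH 10. Enzyme: ASM from human placenta; substrate HMU-PC0, 9 uM final; 60 min, 37 °C. Compound preincubation 10 min, ambient temperature.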
Mito fusion yeast: mitochondrial division inhibition or fusion activation; S. cerevisiae fusion-defective mutant growth rescue, CellTiterGlo 48 h; Potency, µM (highest dose often 46.1 µM), inactives show at the highest dose growth rescue (activation), actives largely listed as activators; 320,000 tested, 0.23% active;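 note: potency is the fitted concentration of half-maximal effect; % of control where 0% means no effect; nearly all actives have a fitted effect of over 45% in size; temperature-sensitive fusion mutants such as fzo1-1 at 37 °C on non-fermentable ethanol glycerol medium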
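Yeast fusion mutant, YPEG (non-fermentable carbon), compound, 48 h at 37C non-permissive; CellTiterGlo added, 10 min RT, luminescence read. Rescued growth = division inhibition.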
Eya2 phos inh: Eya2 (human) phosphatase inhibition; O00167; recombinant Eya2, OMFP fluorescence dephosphorylation (OMFP is methylfluorescein phosphate); Potency, µM (top dose mostly 76.9 µM), inactives show at the highest dose activity, negative = inhibition, actives largely listed as inhibitors; 330,000 tested, 0.006% active; AID 488837; note: potency is the fitted concentration of half-maximal effect; % is set by controls: 0 for no effect and ±100 for the full control effect
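Eya2 (0.2 uM) preincubated 10 min at ambient with compound, then OMFP substrate added at 50 uM; 10 min reaction in 50 mM HEPES pH 7.5, 50 mM NaCl, 5 uM MgCl2, 0.05% BSA, 1 mM DTT. Fluorescence read at Ex 485/Em 525 nm.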
GALK inhibitor: blocks human galactokinase activity; Purified GALK, Kinase-Glo residual ATP luminescence; P51570; 270,000 tested, 0.007% active; AID 1868; Potency, µM (highest dose often 57.5 µM), without a hit: top-dose activity change, negative = inhibition, hits mostly inhibitors; note: potency is the fitted concentration of half-maximal effect; % is set by controls: 0 for no effect and ±100 for the full control effect
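Quantitative HTS: GALK 5 nM, ATP 35 uM, galactose 100 uM, 1 h room temperature, then luciferase-based ATP detection.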
TSHR antag: antagonists of human thyroid stimulating hormone receptor. P16473. TSHR-expressing cells, TSH-stimulated cAMP HTRF, 2 h; hits give low values. activity change, negative = inhibition, % at 11.5 µM. 330,000 tested, 0.2% active. AID 504810;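 active = activity change below a set negative limit, meaning inhibition stronger than a set level, cut at about -70% in these data; inconclusive = activity change between two set negative limits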; note: % is set by controls: 0 for no effect and ±100 for the full control effect
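TSHR-expressing cells were treated with compounds, then stimulated with TSH at EC80 (4nM final) for 2 hours at 37 deg C. Cellular cAMP was measured by HTRF competition between lysate cAMP and cAMP-d2 for a cryptate-labelled anti-cAMP antibody.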
Chronic BCR inh: chronic active BCR signaling inhibition; Potency, µM (highest dose often 46.1 µM), for inactives: at the highest dose ratio change, negative = lower green/red ratio, hits mostly inhibitors; AID 493014; 340,000 tested, 0.05% active; ABC-DLBCL IkBa-CBG/CBR reporter, luminescence ratio, 4 h; active = well fitted inhibition curve with a large enough effect in the signal ratio, with a control signal flat, not every such curve was filed as active; inconclusive = small, poorly fitted or top-dose-only effect, or effect the other way, or a change in a side signal; the % refers to the signal ratio;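 note: potency is the fitted concentration of half-maximal effect; plate controls were basal doxycycline-induced cells for no effect and cells given 10 µM MG132 for full effect; MG132 reads +100%, hits lower the ratio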
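TMD8 human ABC-DLBCL cells with doxycycline-inducible IκBα–green luciferase fusion and unfused red luciferase, in 0.5% FBS medium; compounds up to 46 uM, 4 h at 37C. Green/red luminescence ratio, filter-overlap corrected, fitted to concentration-response curves.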
PKM2 act: PKM2 (human) enzyme activation; Potency, µM (series often up to 57.5 µM), for inactives: top-dose activation, most hits filed as activators; purified PKM2, Kinase-Glo ATP luminescence, activation; response scale: 0% is enzyme alone, no compound; 260,000 tested, 0.34% active; P14618; AID 1631; note: potency is the fitted concentration of half-maximal effect; % is set by controls: 0 for no effect and ±100 for the full control effect; nearly all actives have a fitted effect of over 55% in size
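Purified hPK-M2 (>95% pure) converted ADP (0.1 mM final) to ATP with 0.5 mM PEP in 50 mM imidazole pH7.2, KCl, MgCl2, Tween 20, BSA; 1 h at room temperature. ATP detected by Kinase-Glo luminescence.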
hERG WT inh: inhibitors of human wildtype KCNH2 potassium channel. Q12809. U2OS, BacMam KCNH2, thallium flux FluxOr; hits give low values. activity change, % at 1.84 µM. 340,000 tested, 0.37% active. AID 720551;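 active = maximum activity change below -70%; inconclusive = maximum activity change between -70% and -50%; inactive = maximum activity change above -50%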; note: % is set by controls: 0 for no effect and ±100 for the full control effect
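U2OS cells transduced with wild-type KCNH2 virus are loaded with FluxOr dye for 45 min, and thallium flux is measured in kinetic reads before and after stimulation buffer. Rate constants are normalized to DMSO controls.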
MBNL1 CUG block: blocks human MBNL1 binding to CUG repeat RNA; 280,000 tested, 0.036% active; Potency, µM (doses to about 57.5 µM), for the others: at the top dose activity change, negative = inhibition, most hits filed as inhibitors; TR-FRET MBNL1-His/biotin-(CUG)12 binding, 665/545 ratio; AID 2675; Q9NR56; active = well fitted inhibition curve with a large enough effect in the signal ratio, with a control signal flat, not every such curve was filed as active; inconclusive = small, poorly fitted or top-dose-only effect, or effect the other way, or a change in a side signal; inactive = no such curve, though single readings can be large or run the other way; the % refers to the signal ratio; note: potency is the fitted concentration of half-maximal effect; % is set by controls: 0 for no effect and ±100 for the full control effect
Target sequence (Q9NR56 whole entry, looked up): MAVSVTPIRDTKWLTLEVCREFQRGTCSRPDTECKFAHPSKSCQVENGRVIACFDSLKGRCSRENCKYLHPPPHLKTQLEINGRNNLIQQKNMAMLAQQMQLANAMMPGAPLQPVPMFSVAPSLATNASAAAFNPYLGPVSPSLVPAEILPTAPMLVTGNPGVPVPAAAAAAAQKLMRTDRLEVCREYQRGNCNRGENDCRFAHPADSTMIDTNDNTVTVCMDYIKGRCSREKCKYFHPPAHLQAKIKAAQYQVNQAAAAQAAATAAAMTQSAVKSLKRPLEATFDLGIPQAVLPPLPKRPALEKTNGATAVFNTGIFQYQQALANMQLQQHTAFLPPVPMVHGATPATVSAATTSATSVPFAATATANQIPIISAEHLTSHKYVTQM
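TR-FRET readout: Ex 340 nm, 665/545 nm emission ratio, normalized to buffer-only (basal) and MBNL1-(CUG)12 controls. Complex of MBNL1-His with Biotin-(CUG)12, compounds 92 nM–58 uM, incubated 60 min at room temperature.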
Numbers without * were called inactive; ? = inconclusive; nt = no result given; & = joins results of further samples; [ ] = another dose, or the depositor's remark. Unless noted, calls come from the whole dose curve; as a rule, active = well fitted curve in the direction sought with a large enough effect; inconclusive = small, poorly fitted or top-dose-only effect, or another doubt; inactive = no such curve, though single readings can be large; an effect the other way counts as inactive or inconclusive. A portion of the library, so the mix of outcomes need not match the whole.

SMILES | Menin-MLL TR inh | USP2a inh | S-ASM inh | Mito fusion yeast | Eya2 phos inh | GALK inhibitor | TSHR antag | Chronic BCR inh | PKM2 act | hERG WT inh | MBNL1 CUG block
O=C(NCCN1CCN(C(=O)Nc2ccccc2)CC1)Nc1ccccc1 | 8% | 2% | -4% | 2% | -14% | 1% | 12 | ? | -4% | 5 | 7%
O=C(c1ccco1)N1CCN(S(=O)(=O)c2ccc(Oc3ccccc3)cc2)CC1 | 9% | -2% | -7% | 3% | -4% | 2% | -36 | -2% | 1% | -1 | -7%
COC(=O)C(Cc1ccc(OC(=O)c2ccccc2Cl)cc1)N1Cc2ccccc2C1=O (stereo not drawn) | -15% | -6% | 4% | 3% | 11% | 3% | -4 | -10% | -1% | 0 | -6%
O=C(OCC(=O)N1CCOCC1)c1cc(F)c(F)cc1Cl | nt | 2% | -1% | -4% | 22% | 1% | 5 | 3% | nt | 4 | 3%
COn1c(SCc2cccc(Cl)c2)nc2ccccc2c1=O | ? | 2% | -22% | -2% | -12% | 2% | -6 | 16% | 1% | 12 | 0%
C=CCNC(=S)NNC(=O)c1csc(C)c1CC | 4% | 2% | 2% | -8% | -2% | -2% | 5 | 10% | 3% | 36 | -1%
CCCCC(=O)Nc1nn(CC)c2nc3c(C)cccc3cc12 | 18% | 3% | 346%[activator] | -6% | -1% | -3% | -5 | 5% | nt | 6 | 16%
CCN(CC)S(=O)(=O)c1cccc(C(=O)NCC(c2ccccc2)N(C)C)c1 (stereo not drawn) | -16% | 1% | 3% | -37%[inhibitor] | -3% | -2% | -2 | 5% | -3% | 13 | -5%
Nc1ccccc1NC(=O)c1ccccc1 | -2% | 1% | 1% | 0% | -14% | 0% | 0 | ? | -1% | 9 | 4%
O=C(COC(=O)c1ccccc1C(=O)c1ccc(Cl)c([N+](=O)[O-])c1)NC1CCCCCC1 | -11% | 0% | -4% | -8% | -10% | -3% | ? | ? | -9% | 4 | 11%
O=C(COC(=O)c1ccc(O)cc1)Nc1cc(C(F)(F)F)ccc1N1CCOCC1 | nt | 1% | 0% | 0% | -3% | nt | -9 | -7% | nt | 4 | nt
Cc1csc(NC(=O)CSc2nnc(C)s2)n1 | 2% | 3% | -1% | 2% | 11% | 2% | 5 | 7% | 1% | 13 | -1%
COc1ccc(C2CC2/C(=N/OC(=O)c2cccs2)c2ccccc2)cc1 (stereo not drawn) | nt | 2% | -9% | ? | -17% | 1% | -17 | ? | -2% | -1 | -8%
Cc1ccc(N2C(=O)N(CC(=O)Nc3ccc(C)c(C)c3[N+](=O)[O-])C(=O)C2C)cc1 (stereo not drawn) | -1% | 2% | -4% | 7% | 5% | -8% | -5 | 0% | -2% | -8 | nt
COc1cccc(CNS(=O)(=O)c2cc3c(cc2Cl)NC(=O)CO3)c1 | 1% | 2% | 0% | -2% | 1% | nt | 2 | -15% | 22% | 2 | -2%
COc1ccc(C(=O)COc2ccccc2N2C(=O)C3C4C=CC(C4)C3C2=O)cc1 (stereo not drawn) | 6% | 1% | -1% | 1% | 10% | 0% | -7 | 27% | -9% | 2 | 1%
O=C(O)C1CCCCC1C(=O)Nc1ccc(OCc2ccccc2)cc1 (stereo not drawn) | 8% | 3% | -3% | 9% | 10% | 0% | 2 | ? | 2% | -7 | -2%
O=C(NCc1cccs1)C1CCCN(S(=O)(=O)c2ccc3c(c2)OCO3)C1 (stereo not drawn) | -1% | 3% | 4% | 1% | 3% | 2% | 8 | 0% | 1% | 3 | -1%
CC1CN(C(=S)Nc2ccccc2)N(c2ccccc2)C1 (stereo not drawn) | 7% | 2% | 2% | 0% | -10% | 7% | 18 | -20% | 2% | -2 | -7%
Cc1ccc(N2C(S)=C(C#N)C(=O)NC23CCCCC3)cc1 | 12% | 1% | 0% | 1% | 4% | 1% | 11 | ? | -5% | 3 | nt
COC(=O)CSc1nnc(CNc2ccc(F)cc2)o1 | 0% | 1% | -1% | 0% | 7% | -1% | -7 | -5% | -1% | -3 | -7%
Cc1cc(N/C=C/C(=O)c2ccc(Br)cc2)no1 | ? | 3% | 8% | -1% | 1% | 0% | -5 | ? | 3% | -2 | 13%
COc1ccc(N2CCN(Cc3nc4ccsc4c(=O)[nH]3)CC2)cc1 | nt | 1% | 0% | 4% | 2% | -3% | -3 | 2% | -5% | 1 | -2%
COc1cccc(C(=O)NC(=S)Nc2ccc(N(C)C)cc2)c1 | ? | 3% | 5% | 17% | -2% | 2% | -4 | ? | -12% | 0 | -13%
Cc1n[nH]c(C)c1CS(=O)(=O)c1ccccc1 | 6% | 0% | 12% | -2% | 8% | -2% | 10 | 4% | 0% | 4 | 1%
CCSc1nnc(NC(=O)c2ccc(F)c(S(=O)(=O)N3CCOCC3)c2)s1 | nt | 1% | 1% | 6% | 0% | nt | nt | 0% | nt | -16 | nt
COc1cc(/C(C)=N/N2CCOCC2)cc(OC)c1OC | 6% | -1% | 1% | -1% | -6% | -1% | -3 | 3% | -1% | 0 | nt
Cc1cccc(N(C(=O)CCC(=O)Nc2cc(C)on2)C(C(=O)NC2CCCC2)c2ccncc2)c1 (stereo not drawn) | 12% | -1% | 5% | -1% | 17% | -1% | 5 | 13% | -2% | 11 | -6%
CCc1cc2c(=O)n(-c3ccccc3)c(=S)[nH]c2s1 | -24% | 0% | -2% | 2% | 6% | -1% | -2 | -9% | -2% | -5 | -7%
CN(c1cccc2cccnc12)S(=O)(=O)c1ccccc1 | -9%&9% | -1% | 3% | -2% | 15% | 3% | 9 | ? | nt | -3 | -4%
COc1ccc(/C=N/n2c(C)nc3ccccc3c2=O)cc1OC | -6% | 0% | 7% | -8% | -15% | 4% | 12 | ? | nt | 0 | 0%
CC(C)c1ccc(NC(=O)N2CCN(S(=O)(=O)c3ccccc3)CC2)cc1 | 17% | 3% | 0% | 9% | 2% | 0% | 10 | 1% | 0% | 5 | 8%
CC(=O)Nc1cccc(OCc2ccc(F)cc2)c1 | 7% | 2% | 0% | -9% | 7% | 0% | -2 | 1% | 4% | 5 | -4%
O=C(Cc1ccc(Cl)cc1)Nc1ncccn1 | -10% | 5% | 1% | -12% | 1% | 0% | -10 | ? | 5% | -1 | -1%
COc1ccc(-n2c(SCc3nnc(-c4ccccc4)o3)nnc2-c2ccccc2)cc1 | ? | -1% | 0% | 8% | 2% | -3% | -9 | ? | 2% | -17 | -3%
CCN(CC)S(=O)(=O)c1cc([N+](=O)[O-])ccc1NNC(=O)Nc1ccc(Cl)c(Cl)c1 | ? | -12% | -15% | 4% | -17% | -2% | -18 | ? | -10% | 7 | 15%
OCCN(Cc1ccccc1)Cc1ccc(F)c(F)c1 | -15% | -3% | -1% | -4% | 14% | 0% | 0 | -1% | 5% | -14 | 7%
c1csc(-c2csc3ncnc(NCCCN4CCOCC4)c23)c1 | -12% | 1% | 1% | -18% | -21% | 0% | -10 | ? | -8% | -10 | 3%
CCN(CCCNC(=O)c1cc2cc3ccc(OC)cc3nc2s1)c1ccccc1 | nt | -1% | nt | -15% | 1% | nt | 0 | ? | nt | nt | nt
NS(=O)(=O)c1ccc2ccccc2c1 | nt | 0% | -5% | 0% | 16% | nt | -1 | 7% | -3% | 11 | -5%
Cc1c(/C=N\NC(=O)c2cc3ccccc3o2)c2ccccc2n1C | ? | 0% | -2% | 11% | 2% | 0% | -4 | ? | nt | -6 | 17%
COc1ccc(N2CCN(CCNC(=O)c3c(C)cc(=O)oc3C)CC2)cc1 | -14% | 0% | 8% | 1% | 6% | -4% | 16 | 20% | -2% | 11 | 1%
O=C(CCc1c[nH]c2ccccc12)N1CCN(S(=O)(=O)c2ccccc2)CC1 | nt | -2% | 2% | 3% | 3% | nt | -2 | -15% | nt | 1 | nt
O=C(NCCN1CCCCCC1)C1CCCN1S(=O)(=O)c1cccc2nsnc12 (stereo not drawn) | nt | -4% | -2% | -1% | ? | -4% | 10 | 7% | -2% | 3 | ?
CCCOC(=O)c1ccc(-c2ccc(C=O)o2)cc1 | 10% | 3% | 0% | 9% | 5% | 0% | -4 | ? | 2% | 1 | ?
CN(C)c1c(F)cc(C(=O)NCc2ccccc2)cc1F | nt | -1% | -2% | -3% | 9% | 9% | -2 | 12% | -3% | -2 | 0%

Assay outcomes (PubChem BioAssay)
